RBX1-CUL1 inh: inhibitors of human ROC1-CUL1 ubiquitin ligase activity; in vitro K48 di-Ub FRET, acceptor:donor ratio, 45 min; inhibition, % at 10 µM; actives 0.6% (n = 140,000); in the data active means inhibition above about 25%
Target sequence (P62877 whole entry, looked up): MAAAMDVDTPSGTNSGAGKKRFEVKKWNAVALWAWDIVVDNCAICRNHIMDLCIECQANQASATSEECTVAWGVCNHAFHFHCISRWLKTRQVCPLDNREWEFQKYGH
Target sequence (Q13616 whole entry, looked up): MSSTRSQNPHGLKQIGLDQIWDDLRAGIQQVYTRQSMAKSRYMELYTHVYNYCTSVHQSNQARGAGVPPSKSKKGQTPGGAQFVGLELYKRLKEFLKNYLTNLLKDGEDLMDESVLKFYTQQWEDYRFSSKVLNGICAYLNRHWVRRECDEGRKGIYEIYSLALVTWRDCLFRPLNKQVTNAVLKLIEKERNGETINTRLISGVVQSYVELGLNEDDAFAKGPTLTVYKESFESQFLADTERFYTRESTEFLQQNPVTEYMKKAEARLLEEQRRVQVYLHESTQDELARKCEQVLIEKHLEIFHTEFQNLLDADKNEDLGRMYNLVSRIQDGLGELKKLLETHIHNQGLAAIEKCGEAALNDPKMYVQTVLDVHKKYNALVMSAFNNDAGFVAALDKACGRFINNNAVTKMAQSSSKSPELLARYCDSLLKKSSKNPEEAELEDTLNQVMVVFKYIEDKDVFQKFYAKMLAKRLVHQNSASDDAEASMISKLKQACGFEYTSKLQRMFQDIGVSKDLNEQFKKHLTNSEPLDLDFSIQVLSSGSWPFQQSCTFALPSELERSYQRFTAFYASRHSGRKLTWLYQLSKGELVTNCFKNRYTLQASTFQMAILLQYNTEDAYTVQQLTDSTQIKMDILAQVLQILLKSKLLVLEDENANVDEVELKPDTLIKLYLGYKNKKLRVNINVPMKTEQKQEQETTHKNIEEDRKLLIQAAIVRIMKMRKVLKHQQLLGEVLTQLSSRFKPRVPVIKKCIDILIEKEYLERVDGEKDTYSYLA
Numbers without * were called inactive. Some of the compounds tested; the hit share may differ from the screen's.

SMILES	RBX1-CUL1 inh
Cc1nc(Nc2ccccc2)sc1C(=O)c1ccc(Cl)cc1	7
Cc1ccc(OCCSc2nc3ccccc3n2CC(=O)N2CCOCC2)cc1	-7
Cc1nn(S(=O)(=O)c2ccc(Cl)cc2)c(C)c1S(=O)(=O)N1CCCCCC1	1
COc1ccc(/C=C/c2nn([C@@H]3OC(COC(C)=O)[C@@H](OC(C)=O)C(OC(C)=O)[C@H]3OC(C)=O)c(=S)n(N)c2=O)cc1 (stereo not given in full)	-10
CCOC(=O)c1cnc2c(OC)cccc2c1N1CCN(c2ccccc2F)CC1	3
O=C(OCc1ccc2c(c1)OCO2)c1ccc2c(c1)OCO2	-6
CN=C1CC=C(Br)C=C(C(=O)/C=C/c2ccc(OC)cc2)C1=O	1
CSc1ccccc1NC(=O)C1CCN(S(C)(=O)=O)CC1	-5
CC(C)c1ccc2c(N)c(C(=O)N3c4ccccc4Sc4ccccc43)sc2n1	8
CCOc1ccc(NC(=O)CSc2nc3c([nH]c4ccccc43)c(=O)n2-c2cc(C)cc(C)c2)cc1	0
CCOc1ccc(C(=O)Nc2cccc(-c3nc4cccnc4s3)c2C)cc1OCC	-3
CCOC(=O)N1CCN(c2nc3cc(OC)c(OC)cc3cc2CNCc2ccccc2C(F)(F)F)CC1	2
CCCS(=O)(=O)c1c(S(=O)(=O)CCC)c2cc(C(C)(C)C)ccn2c1C(=O)c1ccc(C)cc1	-13
Cn1c(=O)c2nc(C(=O)O)c(=O)[nH]c2n(C)c1=O	8
O=C(NNC(=S)NCc1ccccc1)c1csc2c1CCCC2	-6
CCC1C(=O)NCCN1Cc1nc(-c2ccccc2F)oc1C (stereo not given)	8
COc1ccc(C)cc1Nc1nc2c(S(=O)(=O)c3cccc(Cl)c3)nnn2c2ccsc12	-1
CCCn1c(=N)c(C(=O)NCc2cccnc2)cc2c(=O)n3ccccc3nc21	9
COc1ccc(-n2cc(C(=O)NCc3ccccc3)c3ccccc3c2=O)cc1	-1
COc1ccc(NC(=O)C(C)c2cccc(C(=O)c3ccccc3)c2)cc1 (stereo not given)	3
Cc1cccc(CN2CCCC3(CCN(C(=O)CC4=CCCCC4)C3)C2=O)c1 (stereo not given)	4
COc1ccccc1NC(=O)CSc1nnc(C(C)NC(=O)c2ccccc2C)n1C (stereo not given)	2
CCOc1ccc(S(=O)(=O)Nc2ccc(OCc3ccccc3)cc2)cc1	-4
O=C(COC(=O)/C=C\c1ccco1)Nc1ccc(OC(F)(F)F)cc1	-2

Reprinted from the results shown (7 entries):
SMILES	RBX1-CUL1 inh
CCCn1c(=N)c(C(=O)NCc2cccnc2)cc2c(=O)n3ccccc3nc21	9
COc1ccc(-n2cc(C(=O)NCc3ccccc3)c3ccccc3c2=O)cc1	-1
COc1ccc(NC(=O)C(C)c2cccc(C(=O)c3ccccc3)c2)cc1 (stereo not given)	3
Cc1cccc(CN2CCCC3(CCN(C(=O)CC4=CCCCC4)C3)C2=O)c1 (stereo not given)	4
COc1ccccc1NC(=O)CSc1nnc(C(C)NC(=O)c2ccccc2C)n1C (stereo not given)	2
CCOc1ccc(S(=O)(=O)Nc2ccc(OCc3ccccc3)cc2)cc1	-4
O=C(COC(=O)/C=C\c1ccco1)Nc1ccc(OC(F)(F)F)cc1	-2

Remaining list, next part
SMILES	RBX1-CUL1 inh
CS(=O)(=O)N(CC(=O)NCCc1ccccc1)c1cc(C(F)(F)F)ccc1Cl	-4
COc1cc(NC(=O)C2CCN(S(=O)(=O)c3c(C)noc3/C=C/c3cccs3)CC2)cc(OC)c1	-4
COc1cc(NC(=O)Cn2c(=O)nc(-c3ccccc3F)c3cc(Cl)ccc32)cc(OC)c1	-3
COCC(=O)Nc1cc(C(=O)NC(CCSC)C(=O)OC)cc2ncn(CCc3ccccc3)c12 (stereo not given)	-1
COc1ccc(C(=O)Nc2ccc(N3CCN(C(=O)CC(C)C)CC3)cc2)cc1	3
COC(=O)CCCC(=O)N1CCc2[nH]nc(-c3ccc4c(c3)OCO4)c2C1	3
CCN1CCN(CC(O)COc2cccc(CN3CCCCCC3)c2)CC1 (stereo not given)	2
CC(C)Sc1cc(N2CCCC2)nc(-c2ccccc2Cl)n1	2
Cc1cccc(NC(=O)c2oc3ccccc3c2NC(=O)c2cc(=O)c3ccccc3o2)c1	-4
Cc1nn(-c2ccc(F)cc2)c(-n2cccc2)c1C(=O)NCCCN1CCN(c2ccccc2F)CC1	-2
COc1cc2nc(SCC(=O)Nc3cccc(C)c3)n3nc(CCn4c(C)nc5ccccc54)nc3c2cc1OC	-12
Cc1ccc(C(=O)CC(c2ccc(Cl)cc2)C(C#N)C#N)cc1 (stereo not given)	7
COc1ccccc1CNc1nc2ccc(C)cc2n2nnnc12	1
COc1ccc(NC(=O)CSc2nnc(-c3ccncc3)n2-c2ccccc2)cc1	7
COc1ccc(/C=C2\SC(=Nc3cccc(C)c3)N(c3cccc(C)c3)C2=O)cc1OC	6
O=C1C(=O)N(C(=O)NC2CCCCC2)c2ccc(Br)cc21	7
C=C1c2cc(C)ccc2NC(=O)N1c1ccc(Cl)c(Cl)c1	-8
COc1cccc(N(Cc2ccc(F)cc2)S(C)(=O)=O)c1	8
CCOc1ccc(C2C3=C(CC(c4ccc(OC)cc4)CC3=O)N=C(C)C2C(=O)OC(C)C)cc1OC (stereo not given)	1
Cc1sc(NC(=S)NC(=O)CCc2ccccc2)c(C(N)=O)c1C	-7
N#CC1C(=N)Oc2n[nH]c(-c3cccs3)c2C1c1ccc(Br)s1 (stereo not given)	-1
COc1ccc(N(CC(=O)N2CCN(c3ccccc3)CC2)S(=O)(=O)c2c(C)nn(C)c2C)cc1	-5
O=C(Nc1cccc(C(F)(F)F)c1)c1cnn2c1NC(c1ccc(Br)cc1)CC2C(F)(F)F (stereo not given)	-3
OCC1CCN(C2CCCN(Cc3cccc(OC4CCCC4)c3)C2)CC1 (stereo not given)	5

Look-ups from the results shown:
RBX1-CUL1 inh, COc1ccc(N(CC(=O)N2CCN(c3ccccc3)CC2)S(=O)(=O)c2c(C)nn(C)c2C)cc1 is entered as -5
RBX1-CUL1 inh, COc1cccc(N(Cc2ccc(F)cc2)S(C)(=O)=O)c1 is entered as 8

Next section:
SMILES	RBX1-CUL1 inh
O=c1[nH]c2ccc(S(=O)(=O)NCc3ccc(F)cc3)cc2[nH]1	7
Cc1cc(-c2ccc(NS(C)(=O)=O)c(C)c2)ccc1NS(C)(=O)=O	9
Cc1ccc(CNC2CCCC2)o1	8
COc1cccc(C(=O)Nc2nc3c(Cl)cccc3s2)c1OC	-3
FC(F)(F)c1ccc(-c2nnc3sc(-c4ccco4)nn23)cc1	20
CCCCn1c(=O)c2oc3ccccc3c2n(CC(=O)Nc2ccccc2OC)c1=O	-5
N#Cc1cccc(Oc2ccc(C(=O)OCc3ccccc3Cl)cc2)c1C#N	12
Cc1cccc(/C=C/C=C/c2ccccc2)c1	-6
COc1ccc(C2SC(C)C(=O)N2c2ccc(Cl)cc2)cc1 (stereo not given)	0
O=C(Nc1ccc(Cl)cc1)C1C2CCC3C(CCC21)C3(Cl)Cl (stereo not given)	-12
Cc1cc(C)cc(NC(=O)C(=O)NCC(c2cccnc2)N2CCOCC2)c1 (stereo not given)	-5
CCOc1ccc(CNC(=O)c2ccc(-c3nc(CS(=O)(=O)c4ccccc4)c(C)o3)cc2)cc1	-9
Cn1c(SCc2ccc(Br)cc2)nnc1-c1ccccn1	6
COC(=O)C1=Nc2nnnn2C(c2ccc(Br)cc2)C1C(=O)c1ccc(C)cc1 (stereo not given)	2
CCCC1(C2CCN(C(=O)CCc3cccs3)CC2)NC(=O)N(CCc2ccccn2)C1=O (stereo not given)	4
CCOC(=O)C1(Cc2cccc(OC)c2)CCN(Cc2ccon2)CC1	-3
Cc1cn2c(=O)cc(COC(=O)COc3ccc(F)cc3)nc2s1	-7
COc1ccc(OC2CCN(C(=O)C3CC3)CC2)c(C(=O)NCCN2CCOC2=O)c1	-4
CCCc1cc(CNC(=O)c2ccc(N3CCN(C)C(CC)C3)nc2)on1 (stereo not given)	7
CC(NC(=O)CCc1ccccc1)c1ccc2c(c1)CCCC2 (stereo not given)	-2
C/C(=N\NC(=O)COc1cc(Cl)c(Cl)cc1Cl)c1ccccn1	-5
CCOC(=O)c1sc(NC(=O)COc2ccccc2Cl)c(C(=O)OCC)c1C	6
O=S(=O)(c1cnccc1N1CCN(/N=C/c2ccc(Br)cc2)CC1)N1CCCCC1	-8
COc1cc(/C=C2\SC(=Nc3cc(C)cc(C)c3)NC2=O)cc(Br)c1O	8

2 of these compounds in a different format:
| RBX1-CUL1 inh | mol |
| --- | --- |
| -3 | CCOC(=O)C1(Cc2cccc(OC)c2)CCN(Cc2ccon2)CC1 |
| -7 | Cc1cn2c(=O)cc(COC(=O)COc3ccc(F)cc3)nc2s1 |

Carrying on.
SMILES	RBX1-CUL1 inh
COc1cc(C(=O)NCc2nnnn2-c2ccc(C)c(C)c2)cc(OC)c1OC	-1
Cc1cccc(C(=O)N2c3cc(F)ccc3-c3c(ssc3=S)C2(C)C)c1	-6
COc1cccc(S(=O)(=O)NCc2ccc(C(=O)N3CCCCC3)cc2)c1	2
C#CCNC(=O)C[n+]1c2ccccc2n2nc3c(cc21)c1cccc2cccc3c21	0
N#Cc1ccc(N=c2oc3cc(O)ccc3cc2C(N)=O)cc1	1
CCCS(=O)(=O)N1CC(=O)N(c2cccc(Cl)c2C)C(C)(C(=O)NC2CCCC2)C1 (stereo not given)	2
Cc1ccc(-c2nc(CCNC(=O)C(=O)Nc3ccc(C)c(C)c3)cs2)cc1	5
O=C(CCCCn1c(=O)c2ccccc2n(Cc2ccccc2Cl)c1=O)NCc1ccc2c(c1)OCO2	6
O=C(O)CSc1nc2ccc(F)cc2[nH]1	5
CC1(C(=O)O)CCC(C(=O)Nc2ccc(Oc3ccc(NC(=O)C4CCC(C)(C(=O)O)C4(C)C)cc3)cc2)C1(C)C (stereo not given)	-2
COc1cc2ccccc2c(=O)c2cc(Br)sc12	-2
COc1ccc(S(=O)(=O)Nc2ccc3c(c2)OCO3)cc1C(=O)O	6
CCN1C(=O)C([N+](=O)[O-])C(=NC2CCCCC2)c2ccccc21 (stereo not given)	4
CC(=O)OC1CC2CCC(C1)N2C(=O)N1c2ccccc2C=Cc2ccccc21 (stereo not given)	-2
COc1ccc(-c2onc(C)c2C)cc1S(=O)(=O)NCc1ccco1	-3
COc1ccccc1CNC(=O)c1ccc(Nc2nc3ccccc3n3nnnc23)cc1	1
CCOc1cc(NC(=O)C(C(F)(F)F)C(F)(F)F)c(OCC)cc1NC(=O)c1ccccc1	67*
O=C(/C=C/c1ccco1)Nc1cccc(NC(=O)c2ccc(Cl)cc2Cl)c1	0
CCCCOc1cccc(C2C3C(=O)CC(C)(C)CC3=Nc3ccccc3N2C(=O)C(F)(F)F)c1 (stereo not given)	-6
COc1ccc(NC(=O)c2coc(=O)c3ccccc23)cc1OC	-4
Cc1c(CC(=O)NC2CCOCC2)c2c(n1CC(C)C)CC(C)(C)CC2=O	-3
CN1CCN(S(=O)(=O)c2cc(Cl)ccc2Br)CC1	-1
O=C(CSc1nc2c([nH]c3ccccc32)c(=O)n1-c1cccc(Cl)c1)NCC1CCCO1 (stereo not given)	-18
CCOc1ccc(NC(=O)c2c(C)oc3nc(C)nc(N4CCCC4)c23)cc1	-1
Cc1ccc(OC(=O)CSc2nnc(CNC(=O)c3ccccc3)o2)cc1	4
Cc1noc2ncnc(Nc3ccc(F)cc3)c12	-1
Cc1cc(C(=O)N2CCN(c3ccccc3F)CC2)cs1	-8
CC(C)Oc1cc(Cl)c(N2C(=O)CN(C)C2=S)cc1Cl	-11
N#CC(c1nc2ccccc2[nH]1)S(=O)(=O)c1ccccc1 (stereo not given)	-4
Cc1cc(OCC(O)CN2CCN(c3ccccc3F)CC2)ccc1C(C)C (stereo not given)	-9
O=C(Oc1ccccc1N1C(=O)CCC1=O)c1ccc(Cl)cc1Cl	13
Cc1ccc(NC(=O)Cn2nnc(-c3nc(-c4ccncc4)no3)c2N)cc1	-3
C=CCOc1ccc(/C=C2\C(=O)NC(=O)N(CC=C)C2=O)cc1OCC	11
CCOCCCn1c(=N)c(C(N)=O)cc2c(=O)n3cccc(C)c3nc21	4
O=C(c1cccc(-c2cn[nH]c2)c1)N1CCc2[nH]nc(C3CCC3)c2C1	3
CCCCOc1ccc(C2C(C(=O)c3ccc4c(c3)CC(C)O4)C(=O)C(=O)N2Cc2cccnc2)cc1 (stereo not given)	-8
O=C(NNC(=O)c1ccncc1)Oc1ccccc1	4
Cc1noc(C)c1NC(=O)NCC1CCN(c2cnn(C)c(=O)c2)C1 (stereo not given)	-4
CCC(=O)N1c2ccccc2CC1C(=O)NCCc1ccc(Cl)cc1 (stereo not given)	1
Cc1ccc(CCNC(=O)c2c3c(nc4ccccc24)C(=O)N(C2CCCCC2)C3)cc1	-5
Cn1c(=O)c2c(ncn2CC(=O)Nc2nc3ccc(S(C)(=O)=O)cc3s2)n(C)c1=O	12
COc1ccc(-n2c(SCC(=O)c3ccccc3)nc3sc4c(c3c2=O)CCCCC4)cc1	-8
CC1=CC(=O)C(C(=O)/C=C/c2cccs2)C(=O)O1 (stereo not given)	1
O=C(Nc1nnc(COc2ccc3ccccc3c2)s1)c1ccc([N+](=O)[O-])cc1	-4
COc1ccc(Cc2nc3ccc(C(=O)NCCCN4CCN(C)CC4)cc3o2)cc1	-6
CCOCCCNc1ncnc2onc(C)c12	-12
CCc1ccc(-n2c(=O)c3cccnc3n2CC(=O)NCc2ccccc2)cc1	5
CCN(CC)S(=O)(=O)c1ccc(OC)c(NC(=O)CSc2ccc(C)cc2)c1	-1
